hIAP block: human IAP inhibition | P09923 | purified IAP, CDP-Star luminescence, 30 min | inhibition, % at 10 µM | 0.12% of 330,000 active;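 active = inhibition reaching a set limit with compound at 10 µM in the primary screen, cut at about 35% in these data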;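 also: plate controls were DMSO wells with enzyme for no effect and no-enzyme buffer wells for full effect; values of inactives mirror those of a sister screen read the other way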
Target sequence (P09923 whole entry, looked up): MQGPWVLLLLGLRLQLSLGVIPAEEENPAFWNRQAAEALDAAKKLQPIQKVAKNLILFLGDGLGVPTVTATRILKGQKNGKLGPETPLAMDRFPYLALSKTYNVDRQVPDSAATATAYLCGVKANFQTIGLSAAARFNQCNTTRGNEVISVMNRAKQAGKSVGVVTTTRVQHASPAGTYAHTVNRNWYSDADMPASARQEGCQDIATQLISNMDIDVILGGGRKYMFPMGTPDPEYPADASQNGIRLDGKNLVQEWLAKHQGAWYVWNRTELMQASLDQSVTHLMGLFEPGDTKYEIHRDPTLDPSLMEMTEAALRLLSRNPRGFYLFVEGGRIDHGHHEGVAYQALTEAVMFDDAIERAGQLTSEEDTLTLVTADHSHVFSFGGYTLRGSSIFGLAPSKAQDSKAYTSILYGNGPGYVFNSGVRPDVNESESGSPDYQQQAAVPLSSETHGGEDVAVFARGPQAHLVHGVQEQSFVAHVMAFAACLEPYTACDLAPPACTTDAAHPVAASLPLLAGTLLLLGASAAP
beta cell repl: MIN6 beta-cell proliferation induction | MIN6 cells proliferation, ATPlite luminescence, 48 h; cells starved in 0.2% serum; 100% = growth in 10% serum | AID 2380 | proliferation, % at 10 µM | 0.29% of 330,000 active;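 active = compounds whose signal lies at least 3.5 SD above the mean of all wells on their plate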;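 also: 0% = DMSO-treated cells in low-serum medium and 100% = 10% serum control; some compounds called inactive have numbers as strong as hits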
APOBEC3G inh: inhibitors of human APOBEC3G DNA deaminase | Q9HC16 | recombinant A3G, ssDNA deamination FAM/TAMRA fluorescence | inhibition, % at 20 µM | 0.28% of 330,000 active | AID 493012;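 active = inhibition of at least 40% at 20 µM, with no more than 30% in the related APOBEC3A deaminase screen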;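 also: plate controls were DMSO wells with A3G for no effect and wells lacking A3G enzyme for full effect; some compounds called inactive have numbers as strong as hits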
Target sequence (Q9HC16 whole entry, looked up): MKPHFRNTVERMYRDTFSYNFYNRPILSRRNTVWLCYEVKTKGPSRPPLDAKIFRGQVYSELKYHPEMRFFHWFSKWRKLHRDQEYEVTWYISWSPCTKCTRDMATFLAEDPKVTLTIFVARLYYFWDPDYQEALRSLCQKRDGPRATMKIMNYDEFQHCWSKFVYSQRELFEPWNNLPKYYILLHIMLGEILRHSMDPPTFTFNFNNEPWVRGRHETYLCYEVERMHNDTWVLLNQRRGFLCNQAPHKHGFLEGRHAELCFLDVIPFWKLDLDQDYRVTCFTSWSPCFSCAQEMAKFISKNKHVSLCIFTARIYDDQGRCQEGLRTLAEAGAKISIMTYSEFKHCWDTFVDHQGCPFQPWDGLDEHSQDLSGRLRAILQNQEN
hIAP activ: human IAP activation; purified human IAP, CDP-Star luminescence, 30 min; stronger effect = higher value; 1 = vehicle-only enzyme, 0 = enzyme-free background; activation factor at 10 µM; 0.16% of 330,000 active;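 active = activation factor of the enzyme at least 2-fold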; also: the source names both 10 and 20 µM as test concentration; values of inactives mirror those of a sister screen read the other way
MPTP block: permeability transition pore inhibition; 1.4% of 360,000 active; inhibition, % at 10 µM; isolated mouse mitochondria, Ca2+ swelling absorbance, 30 min;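 active = inhibition of 50% or more, scaled per plate between neutral and stimulator controls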;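 also: 0% = DMSO wells given calcium and 100% = 1 mM EGTA wells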
mIAP act: mouse IAP activation. muIAP, CDP-Star luminescence, 30 min; stronger effect = higher value; 1 = vehicle-only enzyme signal, 0 = enzyme-free wells. activation factor at 10 µM. 0.24% of 330,000 active. AID 2805;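 active = activation factor of at least 2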; also: the source names both 10 and 20 µM as test concentration; values of inactives mirror those of a sister screen read the other way
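System: mouse IAP enzyme. Reagent: CDP-Star chemiluminescent phosphatase substrate. Benchmarks: DMSO wells, no-enzyme wells. Times: 30 min enzyme-substrate-compound incubation at room temperature. Detection: luminescence from enzymatic CDP-Star hydrolysis. Doses: test compounds delivered from DMSO solution.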
GRIN3A LBD mod: modulators (binders) of human NR3A ligand-binding domain. 2.5% of 340,000 active. Tm shift relative to glycine control, % at 25 µM. NR3A LBD differential scanning fluorimetry, Tm shift; 0% = protein alone, 100% = glycine-bound protein;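 active = melting temperature shift of at least 10% of the positive control shift, at one fixed dose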
A3A deaminase: human APOBEC3A DNA deaminase inhibition. AID 493011. inhibition, % at 20 µM. P31941. recombinant A3A, FAM/TAMRA ssDNA deamination fluorescence. 0.41% of 330,000 active;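 active = at least 40% inhibition at 20 µM here, with at most 30% in a related deaminase screen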;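 also: plate controls were A3A with DMSO for no effect and wells lacking A3A enzyme for full effect; some results filed as inactive read as strong as hits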
Target sequence (P31941 whole entry, looked up): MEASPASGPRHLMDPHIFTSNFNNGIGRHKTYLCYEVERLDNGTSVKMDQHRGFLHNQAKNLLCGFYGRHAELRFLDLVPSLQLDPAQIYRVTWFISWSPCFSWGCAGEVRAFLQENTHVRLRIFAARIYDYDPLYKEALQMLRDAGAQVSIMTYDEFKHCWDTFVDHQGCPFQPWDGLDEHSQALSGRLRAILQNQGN
mIAP inh: mouse IAP inhibition | purified mouse IAP, CDP-Star luminescence, 30 min | inhibition, % at 10 µM | 0.2% of 330,000 active | AID 2806;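 active = inhibition of at least 40% at 10 µM in the primary screen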;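 also: plate controls were DMSO with enzyme for no effect and no enzyme wells for full effect; values of inactives mirror those of a sister screen read the other way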
* hit, by the source's call. Hits appear at their usual frequency; overall some 5% were active at least once.

SMILES	hIAP block	beta cell repl	APOBEC3G inh	hIAP activ	MPTP block	mIAP act	GRIN3A LBD mod	A3A deaminase	mIAP inh
Cc1nc2c(F)c(F)c(C(F)(F)F)c(F)c2[nH]1	-18	-2	-3	1.2	0.1	0.91	2	-1	9
O=C(COC(=O)CN1C(=O)C2CCCCC2C1=O)Nc1ccc(F)c(F)c1F (centres undefined)	-6	2	-7	1.1	-0.9	0.96	1	-4	4
CC(C)c1cc[n+](-c2nc([O-])sc2C=O)cc1	18	2	-7	0.82	-2.0	0.99	3	-6	1
Cc1ccc(/C=N/NC(=O)c2ccc3nc[nH]c3c2)s1	-34	0	-3	1.3	0.6	0.95	6	1	5
Cc1ccc(NC(=O)CN2C(=O)NC(Cc3ccccc3)C2=O)cc1Cl (centres undefined)	-1	-2	-9	1	0.9	1.1	15*	-1	-5
O=C(COc1ccc(Cl)cc1Cl)OCC(=O)N1CCCc2ccccc21	7	2	-2	0.93	3.0	0.96	-12	0	4
CCOC(=O)N1CCN(C(=O)c2c[nH]c3ccc(S(=O)(=O)N(C)c4ccccc4C)cc3c2=O)CC1	-21	6	-4	1.2	-0.7	0.92	-5	-2	8
CC(O)c1nc2ccccc2n1CCCc1ccccc1 (centres undefined)	-27	-4	4	1.3	0.2	1	-2	-3	0
O=C(CSc1nc2c(c(=O)n1-c1ccc(F)cc1)SCC2)NCc1ccco1	7	0	1	0.93	0.5	1	-3	1	-3
N#Cc1c(N)nc2c(c1N)CC(=O)N2c1ccc(Cl)cc1	-14	1	-7	1.1	0.1	0.88	-1	2	12
c1ccc(C2(CN3CCNC[C@@H]3CC3CCCCC3)CC2)cc1	6	-5	-6	0.94	17	0.94	-2	-5	6
Cc1cnc(NC(=O)CSc2nnc(COc3ccccc3)o2)s1	9	-2	2	0.91	0.3	0.9	1	4	10
O=C(NCC(c1ccccc1)N1CCCC1)C1CCN(C(=O)Nc2ccccc2)CC1 (centres undefined)	-11	-5	6	1.1	-2.4	0.98	0	-5	2
CCOC(=O)Nc1nnc(/C=C/c2ccc(OC)cc2)s1	13	0	-4	0.87	1.4	1	-1	-3	-5
COc1ccc(CN2CCNC(=O)C2CC(=O)N(C)CCCN2CCOCC2)cc1C (centres undefined)	-23	4	-9	1.2	-1.0	0.92	1	-7	8
Cc1cccc(OC(=O)c2cncc(Br)c2)c1	17	-1	-4	0.83	0.6	0.94	0	0	6
O=C(CSc1nc2ncccc2[nH]1)c1ccc(F)cc1	1	-1	1	0.99	-0.1	0.87	1	-3	13
Cc1ccc(S(=O)(=O)Nc2cccc3ncccc23)s1	-18	-4	1	1.2	-0.4	1	3	1	-1
COc1ccc(C(=O)N2CCCC(C(=O)N3CCN(c4ccccc4)CC3)C2)cc1 (centres undefined)	-2	2	-7	1	1.5	1	2	-5	-5
COc1ccc(-c2nnc(SCC(=O)N3CCCC3=O)n2N)cc1OC	-3	0	-4	1	-1.5	0.93	19*	-1	7
O=C(Nc1nc(-c2ccc3c(c2)OCCO3)cs1)c1ccc(S(=O)(=O)N2CCCCC2)cc1	6	-2	-4	0.94	0.8	0.88	-6	-2	12
O=C1NCC(=O)N2CCC[C@@H]12	6	-1	-4	0.94	2.6	1	-1	0	-5
CC(C)CC(N)C(=O)OCc1ccc([N+](=O)[O-])cc1 (centres undefined)	9	0	-7	0.91	4.4	0.93	2	-2	7
CC(=O)N(C)Cc1ccc(C(=O)CCl)cc1	13	-7	-15	0.87	1.6	0.97	0	-2	2
COc1cccc(CNC(=O)COC(=O)CCS(=O)(=O)c2ccc(C)cc2)c1	1	-1	-6	0.99	-1.2	0.98	0	0	2
CC1CCC2C(=O)N(c3ccccc3OC(=O)c3ccccc3F)C(=O)C2C1 (centres undefined)	-14	2	-10	1.1	-1.0	1	0	0	-3
CN(C(=O)c1ccc(NC(=O)Cc2cccc(NC(=O)C3CCN(C(=O)C4CCCC4)CC3)c2)cc1)C1CCCC1	5	-2	-8	0.95	-1.8	1.2	1	-1	-21
COc1ccc(NC(=O)C2CCN(S(C)(=O)=O)CC2)c(OC)c1	6	-2	-10	0.94	1.8	0.97	0	-8	3
CC(C(=O)O)N1C(=O)c2ccccc2C1=O (centres undefined)	0	-2	-2	1	-0.5	1.1	1	-1	-8
COc1ccc(-n2c(=O)c3c4c(sc3n3c(=S)[nH]nc23)CCCC4)cc1	-8	-2	9	1.1	1.4	0.97	2	-7	3
CCN(CC)S(=O)(=O)c1csc(C(=O)Nc2ccccn2)c1	26	3	-3	0.74	-0.3	0.87	1	-1	13
O=C(Nc1cccc(Cl)c1Cl)c1ccccc1NC(=O)C1CC=CCC1C(=O)O (centres undefined)	9	-6	-4	0.91	-1.3	0.99	0	0	1
COCc1c(C(=O)Nc2nc(C)cs2)oc2ccccc12	-6	1	-8	1.1	-1.0	1	0	3	-3
CN(C(=O)CSc1nncc2ccccc12)C1CCCCC1	-1	-1	-8	1	-0.4	1.1	3	-6	-6
COc1ccc(N2C(=O)C3C4C=CC(C4)C3C2=O)c([N+](=O)[O-])c1 (centres undefined)	0	-2	0	1	-0.9	0.94	0	2	6
COCCCn1c(C23CC4CC(CC(C4)C2)C3)n[nH]c1=S	-21	0	27	1.2	-0.5	1	0	-7	-3
CCCc1ncc(C(O)c2ccccc2OC)n1C (centres undefined)	-1	2	-7	1	-1.5	0.96	2	1	4
COc1ccc(-c2cc(=O)oc3cc(OCc4nn[nH]n4)ccc23)cc1	6	-1	-5	0.94	1.7	0.99	4	-3	1
O=C(N/N=C/c1cn(-c2cccs2)nc1-c1ccccc1)c1ccc(O)cc1	-15	-6	-7	1.2	-1.5	1.1	12*	1	-8
CCCc1cc(=O)[nH]c(SCC(=O)Nc2cc(S(=O)(=O)N3CCCCC3)ccc2C)n1	6	-6	-5	0.94	-0.2	1	0	-2	-1

Looked up by structure from the list above:
SMILES	hIAP block	beta cell repl	APOBEC3G inh	hIAP activ	MPTP block	mIAP act	GRIN3A LBD mod	A3A deaminase	mIAP inh
COc1ccc(N2C(=O)C3C4C=CC(C4)C3C2=O)c([N+](=O)[O-])c1 (centres undefined)	0	-2	0	1	-0.9	0.94	0	2	6
CCCc1cc(=O)[nH]c(SCC(=O)Nc2cc(S(=O)(=O)N3CCCCC3)ccc2C)n1	6	-6	-5	0.94	-0.2	1	0	-2	-1
O=C(Nc1cccc(Cl)c1Cl)c1ccccc1NC(=O)C1CC=CCC1C(=O)O (centres undefined)	9	-6	-4	0.91	-1.3	0.99	0	0	1
COCc1c(C(=O)Nc2nc(C)cs2)oc2ccccc12	-6	1	-8	1.1	-1.0	1	0	3	-3
COc1ccc(-c2cc(=O)oc3cc(OCc4nn[nH]n4)ccc23)cc1	6	-1	-5	0.94	1.7	0.99	4	-3	1
CCN(CC)S(=O)(=O)c1csc(C(=O)Nc2ccccn2)c1	26	3	-3	0.74	-0.3	0.87	1	-1	13
CCCc1ncc(C(O)c2ccccc2OC)n1C (centres undefined)	-1	2	-7	1	-1.5	0.96	2	1	4

Results in beta cell repl, mIAP inh and A3A deaminase (2 entries from above):
| canonical_smiles | beta cell repl | mIAP inh | A3A deaminase |
| --- | --- | --- | --- |
| CCN(CC)S(=O)(=O)c1csc(C(=O)Nc2ccccn2)c1 | 3 | 13 | -1 |
| O=C(Nc1cccc(Cl)c1Cl)c1ccccc1NC(=O)C1CC=CCC1C(=O)O (centres undefined) | -6 | 1 | 0 |

Following part
SMILES	hIAP block	beta cell repl	APOBEC3G inh	hIAP activ	MPTP block	mIAP act	GRIN3A LBD mod	A3A deaminase	mIAP inh
NS(=O)(=O)c1ccc(NC(=O)CNC(=O)c2ccc3c(c2)OCO3)cc1	12	0	-4	0.88	-1.1	1.1	3	4	-6
CCCc1nc2ccccc2n1CC(O)COc1ccc(NC(C)=O)cc1 (centres undefined)	0	-1	-2	1	0.7	1	-1	1	-1
CN(C(=O)CC1C(=O)NCCN1Cc1cccc(F)c1F)C1CCOCC1 (centres undefined)	9	-1	-8	0.91	-1.3	1	0	-3	-1
C/C(=N\NC(=O)c1c(Br)c(C)nn1C)c1ccc(NC(=O)C(C)Oc2ccc(Cl)cc2C)cc1 (centres undefined)	6	-2	-10	0.94	0.1	0.89	-1	-2	11
Cc1cc(N)n(-c2nc(-c3cccnc3)nc3ccccc23)n1	-14	0	-5	1.1	-1.5	1.1	0	-2	-7
O=C(COc1ncnc2cc([N+](=O)[O-])ccc12)NC(=O)NC1CCCCC1	6	0	-7	0.94	0.3	0.88	-4	-2	12
Cc1cc(Nc2cccc(F)c2)n2c(n1)nc1ccccc12	-1	-2	-7	1	3.8	0.95	-4	-1	5
NNC(=O)c1ccc(CSc2nc3ccccc3[nH]2)cc1	-7	-2	-7	1.1	-1.4	1.2	1	-4	-20
CNC(=S)Nc1ccc(C(N)=O)cc1	0	-1	-2	1	1.3	0.98	1	0	2
CCOC(=O)c1c(/N=C/c2cc(C)ccc2O)sc2c1CCC2	6	0	-7	0.94	-4.8	0.84	-3	2	16
CN(CC(=O)Nc1ccc(Cl)c(Cl)c1)C(=O)C1CCC1	9	-1	-6	0.91	-0.1	0.99	5	-4	1
O=C1C2C3C=CC(C3)C2C(=O)N1c1ccc2c(c1)CCC2 (centres undefined)	11	1	-3	0.89	-0.2	1.1	0	-1	-7
c1nc(NC2CCCCCC2)c2[nH]cnc2n1	-87	-2	-9	1.9	2.4	1.1	-3	-3	-15
CNC(=O)c1ccc(NC(=O)CC2SC(N3CCCC3)=NC2=O)cc1 (centres undefined)	-1	-3	0	1	-0.5	0.97	-1	-1	3
O=C(Nc1cccc(F)c1)C1CCN(C(=O)NCc2ccccc2)CC1	-8	-6	-5	1.1	-1.7	1.1	1	-2	-8
Cc1ccc(CCNC(=O)CCS(=O)(=O)Cc2ccc(C)cc2)cc1	-17	1	-4	1.2	2.4	1	1	0	-4
O=C(CSc1nc(N2CCOCC2)nc(N2CCOCC2)n1)Nc1ccc([N+](=O)[O-])cc1	-16	-4	-4	1.2	1.0	1.1	0	-3	-7
CS(=O)(=O)N1CCN(c2ccc(NC(=O)c3cccnc3Cl)cc2)CC1	0	0	-4	1	0.2	1	2	-2	-1
O=C(COC(=O)c1n[nH]c2ccccc12)NC(=O)NC12CC3CC(CC(C3)C1)C2	-30	-3	-2	1.3	7.9	0.94	4	0	6
COc1ccc(C(=O)NCCOc2ccccc2Cl)c(OC)c1OC	-12	0	-6	1.1	-0.3	1	-2	-6	-4
COc1ccccc1C(=O)N/C(=C/c1ccc(Br)cc1)C(=O)N1CCCC1	0	0	-4	1	-1.2	1	-3	-1	-4
COc1ccccc1N(CCOc1ccccc1)S(=O)(=O)c1ccccc1	-2	-2	-7	1	-0.9	1	13*	-3	-2
Cc1ccnc(NC(=O)CNC(=O)c2ccc(Br)o2)c1	-12	0	-4	1.1	-1.4	1	-1	1	-1
O=C1CCc2cc(S(=O)(=O)NCc3ccccc3Cl)ccc2N1	-2	-3	-5	1	0.2	1	-1	-2	-4
CCCCC(=O)NC(c1ccco1)c1c(O)ccc2ccccc12 (centres undefined)	-1	-4	-3	1	0.5	0.95	1	0	5
O=C(NN=C1CCCC1)NC1CCCCC1	1	0	-5	0.99	-1.7	0.91	2	-3	9
O=S(=O)(NC1=NCCCCC1)c1ccc2sc(NS(=O)(=O)c3ccc4ccccc4c3)nc2c1	16	-5	-2	0.84	2.1	1	4	4	-1
CCOC(=O)C(N)CSC1CC(=O)N(c2ccc(OCC)cc2)C1=O (centres undefined)	-10	-1	-5	1.1	-0.5	0.98	-3	-6	2
Cc1noc(C)c1C(=O)OCC(=O)Nc1cccc(S(N)(=O)=O)c1	6	0	-7	0.94	-2.9	0.95	-2	1	4

High-throughput results deposited in PubChem by Sanford-Burnham Center for Chemical Genomics.
